CFTR F508del cor: correctors of CFTR F508del function in bronchial epithelial cells; AID 720511; CFBE cells, YFP halide quenching; stimulated with forskolin plus potentiator P3; % fluorescence drop versus neutral controls; 350,000 compounds, 0.36% hits; activity (quench increase), % at 7.58 µM;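 active = mean added fluorescence quench of at least 8% versus neutral control, with both replicates also reaching 8%; inconclusive = only one of the mean or replicate conditions met; inactive = mean below 8% and not both replicates reaching 8%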;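 also: cells transiently co-express mutant CFTR-F508del with the halide-sensitive YFP; corrector assay measuring rescue of mutant channel to the surface after 24 h compound exposure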
XiGFP reactiv: X-chromosome reactivation activator; XiGFP mouse fibroblasts, % GFP-positive cells imaging, 3 d; cells co-treated with 5-aza-dC sensitizer; scaled so ellipticine positive control = 100%; 360,000 compounds, 0.055% hits; activation, % at 7.58 µM;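 active = mean normalized replicate activation at least 10% and every replicate at or above 10%; inconclusive = only one of the two criteria met; inactive = mean below 10% and not all replicates reach 10%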;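 also: 0% = median of on-plate neutral control wells and 100% = ellipticine 6 µM median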
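assay system = SV40-immortalized XiGFP fibroblast cells, line 68-5-11 | buffer or medium = DMEM plus 5-aza-dC sensitizer | doses = single-point pinned compound dosing | times = 3-day compound exposure, then 15 min fixation at room temperature | benchmarks = positive control ellipticine, 6 µM final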
RAD54 inh: inhibitors of human RAD54 branch migration | inhibition, % at 10.4 µM | RAD54 Holliday junction branch migration, FAM/BHQ fluorescence | Q92698 | 360,000 compounds, 0.14% hits | AID 602329;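 active = mean normalized replicate activity at least 40 and at least half of replicates scoring 40 or more; inconclusive = only one of the two criteria met; inactive = mean below 40 and under half of replicates reaching 40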;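 also: 0% = median of neutral control wells and 100% = median of positive control wells; inhibitors cause a drop in the FAM fluorescence signal; in these data hits start at about 50%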
Target sequence (Q92698 whole entry, looked up): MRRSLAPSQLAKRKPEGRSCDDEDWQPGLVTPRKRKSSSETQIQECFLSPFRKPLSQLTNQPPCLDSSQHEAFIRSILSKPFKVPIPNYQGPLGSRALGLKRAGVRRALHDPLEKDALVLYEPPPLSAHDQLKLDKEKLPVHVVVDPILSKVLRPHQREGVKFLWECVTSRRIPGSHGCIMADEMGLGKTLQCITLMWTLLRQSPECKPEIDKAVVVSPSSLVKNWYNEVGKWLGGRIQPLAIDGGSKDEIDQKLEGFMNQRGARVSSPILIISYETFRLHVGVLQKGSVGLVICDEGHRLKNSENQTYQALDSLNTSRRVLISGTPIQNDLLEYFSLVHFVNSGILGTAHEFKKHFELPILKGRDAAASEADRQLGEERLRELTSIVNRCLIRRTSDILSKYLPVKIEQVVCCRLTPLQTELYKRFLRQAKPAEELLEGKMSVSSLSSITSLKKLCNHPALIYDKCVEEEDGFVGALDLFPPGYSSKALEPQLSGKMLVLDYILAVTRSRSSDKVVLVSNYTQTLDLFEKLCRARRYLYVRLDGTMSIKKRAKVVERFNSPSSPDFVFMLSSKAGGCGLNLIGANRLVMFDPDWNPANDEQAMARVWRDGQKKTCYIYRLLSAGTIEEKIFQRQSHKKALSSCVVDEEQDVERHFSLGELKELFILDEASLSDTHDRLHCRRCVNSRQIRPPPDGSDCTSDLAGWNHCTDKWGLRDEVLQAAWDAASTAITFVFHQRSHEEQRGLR
DENV2 CPE: protects cells from dengue virus 2 cytopathic effect; DENV2-infected cells, cytopathic effect rescue, plate reader; CPE inhibition, % at 9.99 µM; 350,000 compounds, 1.7% hits; in the data active = CPE inhibition above about 20%, passing the limit was not always enough; inconclusive = no clear call, values can overlap the other calls; tested in BHK-21 cells;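 also: 0% = median of neutral control wells and 100% = median of positive control wells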
E-selectin induc: E-selectin induction on HUVECs; activation, % at 7.58 µM; P16581; 260,000 compounds, 0.37% hits; HUVEC E-selectin immunofluorescence imaging; normalized: neutral wells 0, TNF-alpha wells 100;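 active = mean E-selectin-positive cell signal at least 10% of the positive control, reached in at least 60% of replicates, without over 20% cell loss; inconclusive = no rule given, readout overlaps actives, possibly toxicity-flagged; inactive = the rest, including those meeting only one limit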;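 also: in these data hits start at about 27%; measured in HUVEC primary endothelial cells; signal is the percent of cells scored E-selectin positive by PE staining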
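Assay system: HUVEC primary endothelial cells. Input: 3,000 HUVEC seeded per well. Doses: one compound dose added by pin transfer. Read-out basis: % PE-positive cells. Benchmarks: TNF-alpha high, DMSO low. Detection: immunofluorescence imaging. Buffer or medium: EGM-2, gelatin.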
Casp6 inh: blocks human caspase-6 cleavage activity; inhibition, % at 12.5 µM; AID 686996; 350,000 compounds, 0.53% hits; purified caspase-6, Z-VEID-R110 cleavage fluorescence; P55212;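 active = mean inhibition across replicates at least about 35%, with every replicate also reaching that limit, limit read from the data; inconclusive = only one of the two criteria met; inactive = neither criterion met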;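 also: 0% = median of neutral control wells and 100% = no fluorescence left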
Target sequence (P55212 24-179 limits assumed): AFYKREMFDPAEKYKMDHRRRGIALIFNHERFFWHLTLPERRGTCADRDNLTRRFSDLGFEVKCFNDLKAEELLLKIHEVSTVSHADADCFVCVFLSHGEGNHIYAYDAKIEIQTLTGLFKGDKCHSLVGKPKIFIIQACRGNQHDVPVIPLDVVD
Target sequence (P55212 194-293 limits assumed): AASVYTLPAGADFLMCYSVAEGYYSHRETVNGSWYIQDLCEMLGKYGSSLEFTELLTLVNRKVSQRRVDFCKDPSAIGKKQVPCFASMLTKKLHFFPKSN
GSIS activator: primary screen for activators of insulin secretion dependent on glucose, INS-1E cells, GLuc reporter luminescence; INS-1E GLuc reporter insulin secretion, 2-3 h; activation, % at 16.6 µM; 370,000 compounds, 0.61% hits; AID 743287;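 active = lowest replicate activation of at least 40%, so every replicate reaches that level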;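 also: 0% = median of neutral control wells and 100% = median of IBMX positive control wells; some compounds called inactive have numbers as strong as hits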
RAD52 anneal inh: blocks human RAD52 DNA annealing | inhibition, % at 18.7 µM | P43351 | 360,000 compounds, 0.46% hits | recombinant RAD52 DNA annealing, FRET fluorescence;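 active = every replicate showing at least 50% inhibition; inconclusive = mean inhibition at least 50% but not in every replicate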
* hit, by the source's call; & = joins results of further samples.

`Cc1cccc(-c2ccc([C@@H]3[C@H]4CN(C(=O)NC(C)C)CCCCN4[C@H]3CO)cc2)c1` gave CFTR F508del cor -2.4, XiGFP reactiv -0.1, RAD54 inh -10, E-selectin induc 0.4 and GSIS activator -9.
CCN(CC)CCC(c1cc(OC)c(OC)c(OC)c1)c1c(OC)cc(OC)c2c(C)cc(=O)oc12 (centres undefined) was read as CFTR F508del cor -0.7, XiGFP reactiv 0.1, RAD54 inh 11, DENV2 CPE 7, E-selectin induc -0.1, Casp6 inh 2, GSIS activator -5 and RAD52 anneal inh -5.
For COC(/C(=N/O)c1ccc(Cl)cc1)c1ccccc1 (centres undefined) the results were CFTR F508del cor -19, XiGFP reactiv 0.4, RAD54 inh -6, DENV2 CPE 1, E-selectin induc 0.1, Casp6 inh -2, GSIS activator -57 and RAD52 anneal inh 3.
`C[C@@H]1CN([C@@H](C)CO)C(=O)Cc2cc(NC(=O)C3CCCCC3)ccc2O[C@@H]1CN(C)CC1CC1` gave CFTR F508del cor -0.1, XiGFP reactiv -1.0, RAD54 inh -3, DENV2 CPE -7, E-selectin induc -0.1, Casp6 inh 3, GSIS activator 27 and RAD52 anneal inh -17.
For CCOC(=O)C1CCCN(C(=O)c2cccc(S(=O)(=O)N(C)c3ccc(C)cc3)c2)C1 (centres undefined) the results were CFTR F508del cor 1.0, XiGFP reactiv 0.1, RAD54 inh 10, DENV2 CPE -4, E-selectin induc 0.2, Casp6 inh 2, GSIS activator -12 and RAD52 anneal inh -4.
`COCCNC(=O)C[C@H]1C[C@H]2c3cc(NS(C)(=O)=O)ccc3O[C@H]2[C@@H](CO)O1` gave CFTR F508del cor -2.4, XiGFP reactiv 0.1, RAD54 inh -13, DENV2 CPE -1, E-selectin induc -0.1, Casp6 inh -4, GSIS activator -4 and RAD52 anneal inh -3.
COc1ccc(NC(=O)Nc2ccc3c(c2)C(=O)N([C@H](C)CO)C[C@@H](C)[C@H](CN(C)Cc2ccc(C(=O)O)cc2)OCCCC[C@@H](C)O3)cc1 was read as CFTR F508del cor -0.3, XiGFP reactiv 0.0, RAD54 inh 1, DENV2 CPE -4, E-selectin induc -0.1, Casp6 inh -1, GSIS activator 4 and RAD52 anneal inh 3.
`Cc1nc(-c2c(C(=O)NNC(=O)Nc3c(C)cccc3C)noc2C)cs1` gave CFTR F508del cor -0.6, XiGFP reactiv 0.1, DENV2 CPE 0, Casp6 inh -4 and RAD52 anneal inh -10.
For S=c1sc2c(N3CCOCC3)ncnc2n1-c1ccccc1 the results were CFTR F508del cor 0.1, XiGFP reactiv 0.3, RAD54 inh 7, DENV2 CPE inconclusive, E-selectin induc -0.1, Casp6 inh -4, GSIS activator 0 and RAD52 anneal inh -4.
`CCCC(=O)Nc1ccc2c(c1)C(=O)N(C)[C@H]1CC[C@@H](CC(=O)NCC3CC3)O[C@H]1CO2` gave CFTR F508del cor 0.8, XiGFP reactiv 0.1, RAD54 inh -8, DENV2 CPE 2, E-selectin induc 0.1, Casp6 inh 3, GSIS activator -7 and RAD52 anneal inh 5.
For CCCC#Cc1cnc2c(c1)C(=O)N([C@@H](C)CO)C[C@H](C)[C@@H](CN(C)CCC)O2 the results were CFTR F508del cor -1.4, XiGFP reactiv -0.9, RAD54 inh -7, DENV2 CPE 11, E-selectin induc -0.2, Casp6 inh 0, GSIS activator -14 and RAD52 anneal inh 14.
For C[C@H]1CN([C@@H](C)CO)C(=O)Cc2cc(NC(=O)CCC(F)(F)F)ccc2O[C@H]1CN(C)Cc1ccc(C(F)(F)F)cc1 the results were CFTR F508del cor 2.6&0.8, XiGFP reactiv 0.0&0.0, RAD54 inh 6&-4, DENV2 CPE 19, E-selectin induc 0.2&1.9, Casp6 inh 0, GSIS activator -19&-28 and RAD52 anneal inh 10.
`O=C(c1ccc(OC2CCN(C(=O)c3cccnc3)CC2)cc1)N1CCCCCC1` gave CFTR F508del cor 0.7, XiGFP reactiv 0.1, DENV2 CPE 1, Casp6 inh -3, GSIS activator 4 and RAD52 anneal inh -8.
For CC(C)N(C(=O)COC(=O)CNS(=O)(=O)c1ccccc1F)c1ccccc1 the results were CFTR F508del cor -0.1, XiGFP reactiv 0.0, DENV2 CPE -2, Casp6 inh 4, GSIS activator -13 and RAD52 anneal inh -15.
For CO[C@@H]1CN(C)C(=O)c2ccc(NC(=O)Nc3ccccc3)cc2OC[C@@H](C)N(C(=O)CC2CC2)C[C@H]1C the results were CFTR F508del cor 0.5, XiGFP reactiv 0.1, RAD54 inh 4, DENV2 CPE 15, E-selectin induc 0.4, Casp6 inh 3, GSIS activator -9 and RAD52 anneal inh 0.
COc1ccc(CNC(=O)[C@@H](NC(=O)C2CCN(C(=O)[C@@H](N)CCSC)CC2)C(C)C)cc1 was read as CFTR F508del cor 0.4, RAD54 inh -2, DENV2 CPE inconclusive, Casp6 inh 1, GSIS activator -2 and RAD52 anneal inh 0.
For O=c1cc(CNc2ccc(Br)cc2)nc2sccn12 the results were CFTR F508del cor 3.4, XiGFP reactiv 0.2, RAD54 inh 1, DENV2 CPE 18, Casp6 inh 1, GSIS activator 2 and RAD52 anneal inh -7.
Cc1cccc(NC(=O)CSCC(=O)Nc2cc(C(F)(F)F)ccc2N2CCOCC2)c1 was read as CFTR F508del cor 1.2, XiGFP reactiv 0.0, RAD54 inh 4, DENV2 CPE -15, E-selectin induc -0.2, Casp6 inh 0, GSIS activator -22 and RAD52 anneal inh -6.
`O=C(Nc1ccccc1)Nc1nnc(/C=C/c2ccccc2Cl)s1` gave XiGFP reactiv 0.3, RAD54 inh 14, DENV2 CPE -2, E-selectin induc -1.1, Casp6 inh -2, GSIS activator 6 and RAD52 anneal inh -6.
c1ccc(NN=C(c2ccccc2)c2cccs2)cc1 was read as CFTR F508del cor -4.2, XiGFP reactiv 0.4, RAD54 inh 6, DENV2 CPE 7, E-selectin induc -0.2 and RAD52 anneal inh -18.
O=C(NC1CCCCC1)[C@H]1N[C@H]2c3ccc(-c4cccc(F)c4)c(=O)n3C[C@H]2[C@@H]1CO was read as XiGFP reactiv 0.0, RAD54 inh -1, DENV2 CPE 1, E-selectin induc 0.0, Casp6 inh -1, GSIS activator -8 and RAD52 anneal inh -7.
O=c1c(C/C=C/c2ccccc2)c(O)ccn1CCc1c[nH]c2ccccc12 was read as CFTR F508del cor 0.9, XiGFP reactiv 0.1, RAD54 inh 2, DENV2 CPE 1, E-selectin induc -2.5, Casp6 inh 2, GSIS activator 5 and RAD52 anneal inh -17.
`O=C(Nc1ccc(Oc2ccccc2)nc1)C1CCN(Cc2cccc(F)c2)CC1` gave CFTR F508del cor 1.7, XiGFP reactiv 0.5, RAD54 inh -7, DENV2 CPE -5, E-selectin induc -0.1, Casp6 inh -1, GSIS activator -14 and RAD52 anneal inh -14.
CC(C)(C)OC(=O)N(CCc1ccccc1)Cc1ccccc1OCc1cccc(NC(=O)/C=C/c2ccccc2)c1 was read as CFTR F508del cor -2.4, XiGFP reactiv 0.3, RAD54 inh -20, DENV2 CPE inconclusive, E-selectin induc -0.1, Casp6 inh 1, GSIS activator 10 and RAD52 anneal inh -6.
For O=C(Nc1ccccc1Br)c1ccc(OC(=S)N2CCOCC2)cc1 the results were CFTR F508del cor 0.6, XiGFP reactiv 0.0, DENV2 CPE 2, Casp6 inh -1, GSIS activator 8 and RAD52 anneal inh -10.
For Cc1ccccc1CC(=O)N1CCC(CCC(=O)NC2CC2)CC1 the results were CFTR F508del cor -1.0, XiGFP reactiv 0.0, RAD54 inh 8, DENV2 CPE -9, Casp6 inh -2, GSIS activator 2 and RAD52 anneal inh -8.
For COc1cccc(CNC(=O)[C@H]2[C@H](CO)[C@H]3Cn4c(cccc4=O)[C@@H]2N3C(=O)C2CCCCC2)c1 the results were XiGFP reactiv 0.1, RAD54 inh 0, DENV2 CPE 0, E-selectin induc 0.0, Casp6 inh 0, GSIS activator 21 and RAD52 anneal inh 3.
O=C(CC1C[C@H](C(=O)N2CCOCC2)[C@@]2(CCC3CCCC3)c3[nH]c4ccccc4c3CCN2C1=O)NCCN1CCOCC1 (some centres undefined) was read as CFTR F508del cor 0.4, XiGFP reactiv 0.0, RAD54 inh -8, DENV2 CPE 8, Casp6 inh -28, GSIS activator 2 and RAD52 anneal inh 8.
For CCN1C/C(=C/c2sccc2C)c2nc3ccccc3c(C(=O)O)c2C1 the results were CFTR F508del cor -3.1, XiGFP reactiv -0.1, RAD54 inh -15, DENV2 CPE 8, E-selectin induc -0.1, Casp6 inh -5, GSIS activator 0 and RAD52 anneal inh -9.
`O=C(Nc1ccc(NC(=O)c2cccs2)cc1Cl)c1ccco1` gave CFTR F508del cor 0.4, XiGFP reactiv 0.3, DENV2 CPE -4, Casp6 inh 0, GSIS activator 13 and RAD52 anneal inh -12.
`CCOc1ccc(CCNC(=O)CCC(=O)Nc2ccc3nc(N4CCN(C)CC4)cc(C)c3c2)cc1OCC` gave CFTR F508del cor 0.7, XiGFP reactiv 0.1, RAD54 inh 2, DENV2 CPE 6, E-selectin induc 0.0, Casp6 inh -2, GSIS activator 0 and RAD52 anneal inh -15.
O=c1c2cc(NC(=S)N3CCCC3)ccc2nc2n1CCCCC2 was read as CFTR F508del cor 2.2, XiGFP reactiv 0.8, DENV2 CPE -11, E-selectin induc 3.8, Casp6 inh 5, GSIS activator -6 and RAD52 anneal inh 5.
Screening O=C1COc2ccc(C(=O)COC(=O)/C=C/c3cccc(F)c3)cc2N1 returned CFTR F508del cor 1.0, XiGFP reactiv -0.1, RAD54 inh 6, DENV2 CPE 6, E-selectin induc 0.8, Casp6 inh -2, GSIS activator 18 and RAD52 anneal inh -16.
`O=C(c1ccc([N+](=O)[O-])cc1)N(Cc1ccccc1)Cc1ccccc1` gave CFTR F508del cor -6.4, XiGFP reactiv 0.3, RAD54 inh 2, DENV2 CPE -7, E-selectin induc -2.6, Casp6 inh 0 and RAD52 anneal inh 5.
For C[C@@H]1CCCCO[C@@H](CN(C)S(C)(=O)=O)[C@@H](C)CN([C@H](C)CO)C(=O)c2cc(NC(=O)CCCN(C)C)ccc2O1 the results were CFTR F508del cor -1.7, XiGFP reactiv -0.4, RAD54 inh -1, DENV2 CPE -3, E-selectin induc 49*, Casp6 inh -6, GSIS activator 15 and RAD52 anneal inh 8.
For O=C(C[C@H]1CC[C@@H](NC(=O)c2ccccc2)[C@H](CO)O1)Nc1ccc(-c2ccccc2)cc1 the results were CFTR F508del cor 0.6, XiGFP reactiv -0.3, RAD54 inh -12, DENV2 CPE 0, E-selectin induc 0.2, Casp6 inh -1, GSIS activator -5 and RAD52 anneal inh -12.
CCNS(=O)(=O)c1ccc(CCC(=O)N2CCC(C)CC2)cc1 was read as CFTR F508del cor 0.4, XiGFP reactiv -0.1, RAD54 inh -3, DENV2 CPE -3, E-selectin induc -1.4, Casp6 inh -2, GSIS activator 8 and RAD52 anneal inh -15.
For OCCNCc1cc(Br)ccc1OCc1ccccc1 the results were CFTR F508del cor -1.7, XiGFP reactiv 0.7, RAD54 inh -5, DENV2 CPE 4, E-selectin induc -2.4, Casp6 inh -3, GSIS activator 16 and RAD52 anneal inh -4.
`CCc1nc2c(OCc3ccccc3)cccn2c1N(C)C(=O)c1ccc2c(c1)OCO2` gave CFTR F508del cor -3.7, XiGFP reactiv 0.0, RAD54 inh -7, DENV2 CPE -8, E-selectin induc -0.3, Casp6 inh 2, GSIS activator -16 and RAD52 anneal inh -14.
